# MLL CXXC-DNA inh: qHTS Fluorescence Polarization Assay for Inhibitors of MLL CXXC domain - DNA interaction; Histone-lysine N-methyltransferase 2A (Homo sapiens), Q03164; MLL-CXXC / FITC-HOXA9 DNA fluorescence polarization; Potency, µM (highest dose often 115 µM), for the others: at the highest dose activity change, negative = inhibition, most hits filed as inhibitors; hit rate 0.037% among 290,000; active means well fitted inhibition curve with a large enough effect in the polarisation, with a control signal flat, not every such curve was filed as active; inconclusive means small, poorly fitted or top-dose-only effect, or effect the other way, or a change in a side signal; inactive means no such curve, though single readings can be large or run the other way; the % refers to the polarisation; further: potency means the concentration at half of the fitted maximal effect
#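 Purified MLL-CXXC (added from a 7 uM solution) was preincubated 5 min at ambient with pinned compounds in 50 mM Tris-HCl pH 7.5, 50 mM NaCl, 1 mM DTT, 0.05% BSA. Fluorescein-labeled HOX-A9 DNA (50 nM solution) followed, 30 min, then polarization read.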
# PTAP TSG101 blk: qHTS Assay for Iinhibitors of HIV-1 Budding by Blocking the Interaction of PTAP/TSG101 | Potency, µM (highest dose often 115 µM), for inactives: at the highest dose activity change, negative = inhibition, usual class: inhibitors | 340,000 tested, under 10 active | Fluorescence polarization, FITC-PTAP peptide / Tsg101 binding | AID 493005, 2010; active means well fitted inhibition curve with a large enough effect in the main read-out, with a control signal flat, not every such curve was filed as active; inconclusive means small, poorly fitted or top-dose-only effect, or effect the other way, or a change in a side signal; inactive means no such curve, though single readings can be large or run the other way; further: potency means the concentration at half of the fitted maximal effect; % of control where 0% means no effect
#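 FP read-out: FITC-PTAP peptide, 50 nM final, binding Tsg101 binding domain, 10 uM final; 20 min, r.t.; 10 mM HEPES pH 7.5, 0.15 M NaCl, 0.01% Tween 20, 3 mM EDTA, 0.1 mM TCEP.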
# A-T KAP1 phos: qHTS Assay for Identifying a Potential Treatment of Ataxia-Telangiectasia. […] A-T fibroblasts, KAP-1 phosphorylation AlphaLISA; neocarzinostatin DNA damage 30 min before lysis. Potency, µM (doses to about 57.5 µM), for the others: at the top dose activation, actives largely listed as activators. hit rate 0.19% among 320,000; further: potency means the concentration at half of the fitted maximal effect; % of control where 0% means no effect; nearly all actives have a fitted effect of over 45% in size
#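 hTERT-immortalized A-T patient fibroblasts ([…]), 500 cells/well in OPTI-MEM, 1% FBS, got compounds for 60 min, then NCS for 30 min at 37C. Lysates were then assayed for phospho-KAP-1 by AlphaLISA (anti-pKAP1 donor, anti-KAP1 acceptor beads), 6 hr at 25C.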
# S-ASM inh: Inhibitors of Secretory Acid Sphingomyelinase (S-ASM): qHTS | placental ASM, HMU-PC fluorogenic substrate, 60 min | Potency, µM (top dose mostly 57.5 µM), for inactives: at the top dose activity change, negative = inhibition, hits mostly inhibitors | hit rate 0.006% among 340,000 | AID 504937, 2011; further: potency means the concentration at half of the fitted maximal effect
#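 Steps: dispense placental human ASM, pin compound, wait 10 min at room temperature, add HMU-PC0 substrate at 9 uM final, incubate 60 min at 37 °C, add stop solution raising pH to 10, read fluorescence.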
# Menin-MLL TR inh: qHTS Assay for Inhibitors Targeting the Menin-MLL Interaction in MLL Related Leukemias: Competition With Texas Red Labeled MLL-derived Mutant Peptide. O00255. Menin + Texas Red MLL mutant peptide, fluorescence polarization. Potency, µM (titrated, usually from 61.6 µM), without a hit: at the top dose FP activity change, negative = inhibition, usual class: inhibitors. hit rate 0.23% among 270,000. AID 1768, 2009; active means well fitted inhibition curve with a large enough effect in the polarisation, with a control signal flat, not every such curve was filed as active; inconclusive means small, poorly fitted or top-dose-only effect, or effect the other way, or a change in a side signal; inactive means no such curve, though single readings can be large or run the other way; the % refers to the polarisation; further: potency means the concentration at half of the fitted maximal effect; % of control where 0% means no effect; many of its hits are not listed in these tables
# TCR activator: Activators of T cell receptors: qHTS campaign; 330,000 tested, under 10 active; primary human leukocytes, anti-CD3, IL-2 HTRF, 48 h; Potency, µM (titrated, usually from 9.22 µM), for the others: at the top dose activation of IL-2 secretion, usual class: activators; further: % of control where 0% means no effect
#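 Primary human leukocytes receive a-CD3 beads and test compound and are incubated 48 hr. Secreted IL-2 is then assayed by HTRF, measuring 665nm acceptor emission after 320nm excitation of the europium donor.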
# Mito fusion yeast: qHTS Assay for Small Molecule Inhibitors of Mitochondrial Division or Activators of Mitochondrial Fusion; S. cerevisiae fusion-defective mutant growth rescue, CellTiterGlo 48 h; Potency, µM (titrated, usually from 46.1 µM), inactives show at the top dose growth rescue (activation), most hits filed as activators; hit rate 0.23% among 320,000;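 further: potency means the concentration at half of the fitted maximal effect; % of control where 0% means no effect; nearly all actives have a fitted effect of over 45% in size; temperature-sensitive fusion mutants such as fzo1-1 at 37 °C on non-fermentable ethanol glycerol medium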
#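 Luminescent cell viability in 1536-well qHTS format served as the measure of rescued growth in ts fusion-mutant S. cerevisiae cultured on non-fermentable YPEG for 48 hours at 37C.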
# MBNL1 CUG block: qHTS Assay for Inhibitors of MBNL1-poly(CUG) RNA binding | Muscleblind-like protein 1 (Homo sapiens), Q9NR56 | TR-FRET MBNL1-His/biotin-(CUG)12 binding, 665/545 ratio | Potency, µM (highest dose often 57.5 µM), inactives show top-dose activity change, negative = inhibition, hits mostly inhibitors | hit rate 0.036% among 280,000 | AID 2675, 2010; active means well fitted inhibition curve with a large enough effect in the signal ratio, with a control signal flat, not every such curve was filed as active; inconclusive means small, poorly fitted or top-dose-only effect, or effect the other way, or a change in a side signal; inactive means no such curve, though single readings can be large or run the other way; the % refers to the signal ratio; further: potency means the concentration at half of the fitted maximal effect; on the % scale 0 is the no-effect control and ±100 the full control effect
#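 Ratiometric TR-FRET (665 over 545 nm, excitation 340 nm) tracks disruption of MBNL1-His/biotin-(CUG)12 complex after 60 min at room temperature, with compounds at 92 nM to 58 uM final.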
# TSHR antag: Antagonists of the Thyroid Stimulating Hormone Receptor: HTS campaign; Thyrotropin receptor (Homo sapiens), P16473; AID 504810, 2011; activity change, negative = inhibition, % at 11.5 µM; hit rate 0.2% among 330,000; TSHR-expressing cells, TSH-stimulated cAMP HTRF, 2 h; stronger effect = lower value;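 active means activity change below a set negative limit, meaning inhibition stronger than a set level, cut at about -70% in these data; inconclusive means activity change between two set negative limits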; further: on the % scale 0 is the no-effect control and ±100 the full control effect
#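 Antagonism was scored as loss of TSH-driven cAMP in TSHR cells, stimulated with 4nM TSH (EC80) for 2 hours at 37 deg C and detected by homogeneous HTRF competition immunoassay.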
# Integrin act MD: qHTS for Activators of Integrin-Mediated Alleviation for Muscular Dystrophy. Potency, µM (doses to about 38.3 µM), inactives show at the top dose activation, hits mostly activators. hit rate 0.064% among 350,000. alpha7betagal myoblasts, beta-gal FDG fluorescence, 48 h. AID 624291, 2012;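 further: potency means the concentration at half of the fitted maximal effect; 100% = response of the positive control SU9516; nearly all actives have a fitted effect of over 60% in size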
#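 Alpha7betagal+/- myoblasts (passage 13) were plated 16-24 hr, then exposed to compounds (1:260 dilution of DMSO stock) for 48 hours at 37C. After MPER lysis, β-galactosidase reporter activity was read as FDG fluorescence (ex 480/em 540) after 30 minutes.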
# * = called active by the depositor; ? = inconclusive; . = no result given; [ ] = remark or other dose. Unless noted, the call rests on the fitted dose curve; in most records, active means well fitted curve in the direction sought with a large enough effect; inconclusive means small, poorly fitted or top-dose-only effect, or another doubt; inactive means no such curve, though single readings can be large; an effect the other way counts as inactive or inconclusive. Not all compounds are listed; rates above refer to the full screens.
smiles	MLL CXXC-DNA inh	PTAP TSG101 blk	A-T KAP1 phos	S-ASM inh	Menin-MLL TR inh	TCR activator	Mito fusion yeast	MBNL1 CUG block	TSHR antag	Integrin act MD
COc1ccc(Nc2nc(C)nc3c2nnn3Cc2ccccc2Cl)c(OC)c1	25%	0%	10%	451%[activator]	-1%	-4%	4%	-5%	13	15%
CCOC(=O)c1cc2cc(OCc3ccccc3)ccc2nc1C	6%	-2%	10%	-18%	?	0%	-104%[inhibitor]	-5%	-12	21%
COc1cccc(NC(=O)COC(=O)CCC2CCCC2)c1	.	-4%	4%	-1%	.	-1%	8%	.	3	12%
Cc1cc(=O)oc2ccc(OCC(=O)N3CCc4ccccc43)cc12	-1%	-4%	10%	0%	-4%	0%	2%	-1%	-13	2%
O=[N+]([O-])c1cccc(C([O-])=C(C(=S)Nc2cccc3ccccc23)[n+]2ccccc2)c1	.	-12%	.	-2%	.	-3%	.	.	.	-28%
Cc1ccc(-n2nc3ccc(NC(=O)/C=C/c4ccco4)cc3n2)cc1	3%	-5%	12%	8%	?	1%[46.1 µM]	7%	9%	-4	-37%
Cc1cccc(-c2c(NC(=O)c3ccco3)oc3ccc(Cl)cc3c2=O)c1	11%	-4%	1%	-3%	.	1%	17%	1%	13	15%
CN(Cc1ccccc1)C(=O)COc1ccc(Br)cc1Cl	4%	-7%	10%	-10%	.	7%	12%	-2%	-10	0%
Cc1nc(N2CCC(C)CC2)c(C#N)c(C)c1[N+](=O)[O-]	1%	-2%	10%	-2%	-1%	1%	-11%	-3%	-10	?
CCOC(=O)N1CCN(C(=O)c2ccc(NC(C)=O)cc2)CC1	-5%	0%	-1%	0%	5%	24%	1%	-11%	4	24%
CCCCN(C)CCNC(=O)C1CCCN(S(=O)(=O)c2cccc3nsnc23)C1 (configuration not stated)	5%	-1%	-5%	-2%	-2%	0%	-2%	?	-1	-8%
Cn1c(C(C#N)C(=O)c2sc3ccccc3c2Cl)nc2ccccc21 (configuration not stated)	-4%	-6%	6%	-4%	-21%	11%	15%	-2%	-7	-20%
CC(C)N=C(NC#N)SCc1ccc(Br)cc1	4%	-5%	2%	-3%	-16%	-4%	1%	-7%	-3	-10%
CCCCc1c(C)c(C#N)c2nc3ccccc3n2c1NCCN(C)C	18%	-3%	9%	308%[activator]	?	3%	-31%	?	17	-54%[inhibitor]
O=C(COC(=O)C1COc2ccccc2O1)NC1CCCCC1 (configuration not stated)	.	-1%	8%	2%	.	3%	.	.	-6	-4%
Cc1cc2c(=O)oc(-c3ccc(Br)cc3)nc2s1	14%	-10%	3%	-2%	.	-7%	-4%	7%	-9	6%
COc1ccc(/C=N/n2c(SC)nnc2-c2ccccc2)cc1C	3%	0%	.	-11%	-8%	2%	8%	6%	.	21%
COC(=O)c1ccccc1-c1ccc(/C=N/NC(=O)c2cc3ccccc3o2)o1	0%	0%	8%	195%[activator]	-1%	4%[46.1 µM]	15%	.	3	-3%
O=C(Cn1c(CO)nc2ccccc21)NCCc1ccccc1	0%	-3%	8%	4%	2%	5%	-3%	-1%	-4	22%
Cc1ccc(S(=O)(=O)N2CCOC2CNC(=O)C(=O)NCc2ccc3c(c2)OCO3)cc1 (configuration not stated)	0%	0%	6%	-3%	.	-11%	-2%	1%	-12	-14%
O=S(=O)(NCCc1csc(-c2cccnc2)n1)c1cc(F)ccc1F	-1%	0%	1%	0%	0%	6%	17%	2%	-12	0%
NS(=O)(=O)c1ccc(NCc2cc(Cl)ccc2OCc2ccccc2F)cc1	12%	-4%	3%	-12%	-1%	-1%	-5%	0%	0	-4%
Cc1ccnc(SCC(=O)n2c3c(c4ccccc42)CC(C)CC3)n1 (configuration not stated)	7%	-5%	-3%	-17%	14%	.	-2%	-3%	14	22%
CN1C(=O)C(CC(=O)Nc2ccc(Cl)cc2)N(Cc2ccco2)C1=S (configuration not stated)	?	0%	8%	-5%	?	-12%	-1%	1%	-11	8%
Nc1nc2n(n1)C(c1cccs1)CC(c1ccc(F)cc1)N2 (configuration not stated)	9%	-1%	4%	-1%	14%	0%	-4%	11%	13	-28%[7.66 µM]
CCNC(=O)C1CCCN(c2nc(C)cc(C)n2)C1 (configuration not stated)	3%	-3%	3%	1%	2%	1%	2%	-9%	-11	-13%
COc1ccc(CCNC(=O)CCC(=O)n2ncc3ccc(Cl)cc32)cc1OC	.	-2%	-4%	-3%	3%	-4%	0%	2%	14	-6%
COc1ccc2cc(C(c3nnnn3Cc3ccc(F)cc3)N3CCCCCC3)c(=O)[nH]c2c1 (configuration not stated)	11%	-7%	6%	30%	?	5%	-2%	?	27	-25%[7.66 µM]
O=C(CNC(=O)c1ccc(OC(F)F)cc1)NC1CCCc2ccccc21 (configuration not stated)	-8%	-7%	2%	3%	.	2%	-1%	-3%	-4	-20%
CCc1cccc(CC)c1NC(=O)COC(=O)CC1c2ccccc2CCN1S(=O)(=O)c1ccccc1 (configuration not stated)	0%	-1%	-1%	0%	-13%	-1%[46.1 µM]	14%	-16%	7	-21%
COc1ccc(N2CCN(C(=O)COC(=O)COc3cc(C)cc(C)c3)CC2)cc1	.	-1%	-11%	-3%	.	-1%	3%	.	2	2%
CC(C)c1nc2c(c(=O)n(C)c(=O)n2C)n1C	34%[activator]	-6%	15%	9%	4%	3%	8%	0%	16	15%
Clc1ccc(-c2csc(=Nc3cccnc3)n2CCCn2ccnc2)cc1Cl	22%	0%	-8%	2%	?	4%[46.1 µM]	9%	26%	-7	?
Cc1ccc2oc3c(c(=O)c2c1)C(c1cccc(Br)c1)N(Cc1ccco1)C3=O (configuration not stated)	0%	.	1%	2%	-15%	.	-1%	9%	-4	25%
COc1cccc(C2CC(c3ccccc3Cl)Nc3nc(N)nn32)c1 (configuration not stated)	1%	-3%	0%	3%	7%	-6%[46.1 µM]	-5%	-5%	0	14%
COc1ccc(NC(=O)c2sc3nc(N4CCOCC4)c4c(c3c2N)CC(C(C)C)OC4)c(OC)c1 (configuration not stated)	4%	-5%	-3%	295%[activator]	-22%	9%	-3%	-2%	18	-32%
CCCN(CC(=O)Nc1ccccc1C)C(=O)CCCc1c[nH]c2ccccc12	.	-11%	-1%	-9%	.	3%	6%	.	-5	-19%
COC(=O)c1ccc(NS(=O)(=O)NC(=O)c2cn(C)c3ccccc23)cc1	-4%	-5%	2%	4%	23%	-5%	-4%	-7%	-5	15%
CCCc1cc(=O)oc2cc(C)cc(OCC(=O)NCC(O)c3ccccc3)c12 (configuration not stated)	6%	0%	-3%	-1%	2%	-2%	1%	2%	-5	?
COc1ccc(S(=O)(=O)N2CCOC2CNC(=O)C(=O)NCCCN2CCOCC2)cc1C (configuration not stated)	5%	3%	-1%	4%	-12%	10%	-1%	-8%	15	-35%
Oc1[nH]c2ccc(Br)cc2c1N=NC(=S)N1CCOCC1	8%	-4%	-14%	-16%	.	9%	-4%	.	-4	-27%
Cc1ccc(C)c(S(=O)(=O)N(C)c2ccc(OC(=O)C3CCN(C(=O)c4ccc(F)cc4)CC3)cc2)c1	.	-1%	.	0%	.	3%	.	.	.	26%
COC(=O)[C@@H]1C[C@H]2CC[C@H](O)C[C@H]2N1Cc1ccccc1OS(=O)(=O)c1ccc(C)cc1	22%	1%	-6%	1%	4%	-3%	12%	1%	-1	-5%
CC(C)c1cccc(-c2ccc3c(c2)S(=O)(=O)c2cccc(C(=O)NC4CCCC4)c2C3=O)c1	.	-3%	-9%	-6%	.	4%	.	.	10	24%

# Screens (PubChem BioAssay)
